# Bioassay records as filed in PubChem.
# PI4K2A block = inhibitors of human PI4K2A; 0.13% of 420,000 active; AID 1346378; purified PI4K2A, ADP-Glo luminescence, 1 h; hits give low values; activity change, negative = inhibition, % at 76.9 µM; in the data active = activity change below about -50%; inconclusive = mostly about -30% to -49%;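 note: -100% = wells without enzyme as full effect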
# Target sequence (Q9BTU6 whole entry, looked up): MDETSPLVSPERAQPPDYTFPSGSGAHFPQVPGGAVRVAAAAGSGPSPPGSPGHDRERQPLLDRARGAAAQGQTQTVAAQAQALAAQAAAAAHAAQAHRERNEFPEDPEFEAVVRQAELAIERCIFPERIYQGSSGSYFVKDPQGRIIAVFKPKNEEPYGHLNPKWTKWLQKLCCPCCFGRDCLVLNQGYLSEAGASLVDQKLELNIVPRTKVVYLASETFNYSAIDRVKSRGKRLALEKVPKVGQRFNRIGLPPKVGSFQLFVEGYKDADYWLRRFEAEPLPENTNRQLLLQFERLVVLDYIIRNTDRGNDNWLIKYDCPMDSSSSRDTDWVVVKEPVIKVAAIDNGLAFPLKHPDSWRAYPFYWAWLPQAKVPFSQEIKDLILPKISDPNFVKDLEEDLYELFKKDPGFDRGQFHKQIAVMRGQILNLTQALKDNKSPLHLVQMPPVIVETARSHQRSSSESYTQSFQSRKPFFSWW
#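 PI4K2A activity was measured by ADP-Glo luminescence: enzyme (4 ug/mL stock) and phosphatidylinositol (1.2 mM stock) in Tris pH 7.5/MgCl2/EGTA/Triton X-100 buffer were reacted with ATP (300 microM stock) for one hour at ambient temperature.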
# D2 ag = D2 dopamine receptor (human) agonism; HEK293 T-REx D2 cells, calcium flux agonist mode; 0.53% of 340,000 active; AID 485358; activation, % at 2 µM; P14416;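 active = activation over 3 SD above normal in the single-dose calcium agonist read, cut at about 30% in these data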; note: 0% is about no effect
#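 Calcium-flux readout, 1 cycle/sec over 180 s following compound pin transfer, in inducible HEK293 Trex D2 cells (force-coupled); dopamine controls included. Positive calcium responses during this window marked compounds as potential agonists.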
# rTrxR1 inhibitor = inhibitors of rat thioredoxin reductase 1. AID 588453. Potency, µM (doses to about 114 µM), inactives show top-dose activity change, negative = inhibition, hits mostly inhibitors. 1% of 390,000 active. O89049. recombinant rTrxR1, NADPH fluorescence consumption, selenite substrate; note: potency is the fitted concentration of half-maximal effect; % is set by controls: 0 for no effect and ±100 for the full control effect; nearly all actives have a fitted effect of over 65% in size
# Target sequence (O89049 whole entry, looked up): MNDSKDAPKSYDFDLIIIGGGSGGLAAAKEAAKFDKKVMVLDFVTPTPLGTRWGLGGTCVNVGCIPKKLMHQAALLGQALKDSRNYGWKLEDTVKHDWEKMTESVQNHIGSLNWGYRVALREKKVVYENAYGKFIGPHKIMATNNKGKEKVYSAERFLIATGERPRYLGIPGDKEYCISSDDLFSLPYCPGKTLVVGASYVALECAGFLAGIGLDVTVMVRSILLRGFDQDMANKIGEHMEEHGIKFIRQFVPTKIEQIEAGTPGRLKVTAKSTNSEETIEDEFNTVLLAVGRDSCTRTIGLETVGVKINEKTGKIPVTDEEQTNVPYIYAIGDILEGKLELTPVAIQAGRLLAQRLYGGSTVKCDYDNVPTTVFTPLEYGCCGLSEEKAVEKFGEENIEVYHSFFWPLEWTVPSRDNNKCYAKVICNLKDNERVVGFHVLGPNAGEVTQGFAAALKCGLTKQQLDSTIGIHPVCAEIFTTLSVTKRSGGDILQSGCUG
#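 Rat TrxR1 (90 nM in the dispensed reagent) was pre-reduced with 400 uM NADPH for 5 min at room temperature, then incubated with compound for 15 min. After 400 uM selenite was added, NADPH fluorescence (Ex 340/Em 450 nm) was followed for 8 min.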
# D2 antagonist = D2 dopamine receptor (human) antagonism; P14416; HEK293 TREx D2 cells, calcium flux, dopamine EC80; inhibition, % at 10 µM; 2% of 340,000 active; AID 485344; in the data active = inhibition above about 30%; note: 0% is about no effect
#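 Measurement of antagonist activity uses fluorescent calcium dye in inducible HEK293 T-REx D2 cells: 10 s baseline, compound addition with 180 s read, EC80 dopamine addition with a further 180 s read.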
# USP1 inh = blocks the human USP1/UAF1 deubiquitinase complex; O94782; recombinant USP1/UAF1, Ub-Rhodamine cleavage fluorescence; Potency, µM (doses to about 57.1 µM), for the others: at the highest dose activity change, negative = inhibition, usual class: inhibitors; 0.23% of 390,000 active; note: potency is the fitted concentration of half-maximal effect; % is set by controls: 0 for no effect and ±100 for the full control effect; nearly all actives have a fitted effect of over 60% in size; inactives centre near -12
#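 USP1/UAF1 complex at 1 nM was preincubated with compound for 15 min at room temperature, then Ub-Rho substrate (150nM final) was added. Fluorescence (480/540 nm) was read kinetically, 6 reads every 60 seconds.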
# TrxR1 substrate = substrates of rat thioredoxin reductase 1; AID 588456; O89049; Potency, µM (highest dose often 114 µM), inactives show top-dose activity change, negative = substrate turnover; purified TrxR1 substrate turnover, NADPH consumption readout; 0.01% of 390,000 active; note: potency is the fitted concentration of half-maximal effect; % is set by controls: 0 for no effect and ±100 for the full control effect; nearly all actives have a fitted effect of over 50% in size
#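 Rat TrxR1, dispensed at 90 nM, was prereduced with 400 uM NADPH (final) for 5 min at ~22 deg C, then incubated with compound 15 min before 400 uM selenite. A first-read NADPH fluorescence drop versus no-compound background flagged substrates.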
# TRHR enhancer = TRH receptor (human) allosteric enhancement | AID 493056 | TRHR cells, fluo-8 calcium fluorescence, EC20 TRH enhancement | P34981 | enhancement, % at 2 µM | 0.66% of 360,000 active; in the data active = enhancement above about 30%; note: 0% is about no effect
#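 TRHR-expressing cells loaded with fluo-8 calcium dye were read kinetically (ex 480/em 530) during compound addition, then stimulated with an EC20 of TRH (10 nM final). Enhancement of the Gq-mediated intracellular calcium response was scored.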
# TRHR ag = activates the human TRH receptor. P34981. TRHR cells, calcium flux fluo-8, FDSS agonist mode. activation, % at 2 µM. 0.18% of 360,000 active. AID 493084; in the data active = activation above about 30%; note: 0% is about no effect
#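 Steps: seed TRHR cells overnight; add fluo-8 no-wash Ca dye, RT 30 min–1.5 h; record 10 s baseline; pin-transfer compounds; monitor fluorescence 1 cycle/s for the agonist window. Calcium increases flag candidate agonists.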
# mIDH1 inhibitor = inhibitors of human mutant IDH1 R132H. 0.093% of 390,000 active. AID 602179. Potency, µM (highest dose often 76.6 µM), for the others: at the highest dose activity change, negative = inhibition, actives largely listed as inhibitors. IDH1-R132H enzyme, NADPH consumption, diaphorase/resazurin fluorescence. O75874; note: potency is the fitted concentration of half-maximal effect; % is set by controls: 0 for no effect and ±100 for the full control effect; nearly all actives have a fitted effect of over 65% in size
#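 IDH1-R132H (0.5 ug/mL dispensed) in pH 7.5 Tris buffer was preincubated 30 min with compound, then given a substrate mix of 0.016 mM NADPH and 2 mM alpha-KG for 80 min at room temperature; remaining NADPH was read by diaphorase/resazurin fluorescence.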
# * hit, by the source's call; ? = inconclusive; / = no result given; [ ] = dose if it differs, or a comment. Unless noted, calls come from the whole dose curve; as a rule, active = well fitted inhibition curve with a large enough effect; inconclusive = small, poorly fitted or top-dose-only effect; inactive = no such curve, though single readings can be large or run the other way.
SMILES,PI4K2A block,D2 ag,rTrxR1 inhibitor,D2 antagonist,USP1 inh,TrxR1 substrate,TRHR enhancer,TRHR ag,mIDH1 inhibitor
COc1nc(Nc2ccc(-c3nc4ccccc4o3)cc2)nc(N2CCOCC2)n1,4,/,77%[activator],/,-18%,107%[activator],/,/,3%
Cc1ccc(Cn2c(Sc3nnc(C)s3)nc3c2c(=O)[nH]c(=O)n3C)cc1,-6,-0.2,8%[57.1 µM],-16,-8%,-8%[57.1 µM],8,0.6,14%
O=C(NCc1ccc2c(c1)OCO2)C1CC(=O)N(C2CCCCCCC2)C1 (stereo not given),3,0.2,-13%,13,-12%,-3%,-10,-0.6,3%
O=C(/C=C/c1cccs1)Nc1scc(-c2ccccc2)c1C(=O)O,-6,0.2,24%[57.1 µM],10,?,10%[57.1 µM],0,0.4,?
O=C(NCc1ccc(OC(F)(F)F)cc1)C1CC(c2ccccc2C(F)(F)F)=NO1 (stereo not given),-4,0.3,22%,3,-30%,-5%,2,0.1,1%[38.3 µM]
COc1cc(C(=O)Nc2ccc(N3CCCS3(=O)=O)cc2)c([N+](=O)[O-])cc1OC,3,0.1,-1%,-9,-1%,-11%,4,0.5,-6%
Cc1ccc(CN(C(=O)COc2cccc(Cl)c2)c2ccccn2)o1,-6,1.6,?,/,-23%,-1%,2,-0.3,-4%
CC(=O)c1ccc(N2CCN(S(=O)(=O)c3ccc4[nH]c5c(c4c3)CCCC5)CC2)cc1,3,0.2,19%,/,-13%,0%,4,0.0,-18%
CC(=Nc1ccc(C)c(C)c1)C1=C(O)CCC1=O,6,0.7,-15%,-2,0%,-13%,-5,-0.2,2%
NC(=O)CSc1ncnc2c1nnn2Cc1ccc(F)cc1,0,0.9,-5%,-9,-12%,5%[57.1 µM],-3,-0.5,-3%
O=C(NNc1ccc([N+](=O)[O-])cc1)Nc1ccccc1,-2,0.0,-4%,-9,-20%,-9%,-3,1.1,-5%
Cc1cccc(N2C(=O)C=CC2=O)c1,0,/,-80%[57.1 µM],/,-4%,9%[57.1 µM],/,/,-8%
CC(C)(C)NC(=O)C(Cc1ccccc1)NS(=O)(=O)c1cccc2nsnc12 (stereo not given),6,0.7,-4%,-8,-1%,-9%,0,-0.4,-3%
COc1ccc(-n2ncc3c2ncn2nc(Cc4ccccc4)nc32)cc1,-1,/,28%,/,4%,23%,2,0.2,/
CC(C)(C)C(=O)N(Cc1ccc(Cl)cc1)Cc1cccnc1,-1,/,0%,/,-24%,-5%,-10,-1.0,-3%
CCOc1cccc2sc(N(CCCN(C)C)C(=O)Cc3ccccc3)nc12,0,-0.9,10%,27,-20%,0%,1,7.1,2%
CCOC(=O)c1c(C)c(C(=O)Nc2cc(F)ccc2F)c(C)n1C,-8,-1.1,-2%,-2,-2%,-2%,4,-0.6,4%
C#CCn1c(S(=O)(=O)Cc2ccc(OC)cc2)nc(-c2ccccc2)c1-c1ccccc1,2,-0.5,-20%[57.1 µM],6,-15%,5%[57.1 µM],-12,-0.1,-1%
COc1ccc(S(=O)(=O)N2CCCC(C(=O)NCC3CCCO3)C2)cc1Cl (stereo not given),0,/,-4%,/,-13%,-7%,9,-0.2,5%
CC(NCC(=O)NCC(=O)Nc1ccc(F)cc1)c1cccc(C(F)(F)F)c1 (stereo not given),-3,/,3%,/,-18%,-4%,/,/,7%
CCC(C)[C@H](NC(=O)N1CCC(Cc2ccccc2)CC1)C(=O)O (stereo not given in full),2,0.1,9%,-4,-13%,-1%,-2,0.4,8%
CC1(C)Cc2c(sc3ncn(N)c(=N)c23)CO1,1,/,-12%,/,-14%,-11%,4,0.4,1%
CCOC(=O)COn1c(=O)c(-c2cccs2)[n+]([O-])c2ccccc21,6,-0.1,-30%,6,-17%,6%,-3,-2.0,3%
C=CCn1c(SCC(=O)N2CCOCC2)nc(O)cc1=O,-1,0.2,-7%,-1,-19%,-5%,9,0.7,2%
Cc1ccc(-n2c(=O)c(C#N)cc3c(=O)n4ccccc4nc32)cc1C,3,0.5,119%[activator],12,-23%,519%[activator],-7,-0.3,9%

# One compound at a time (already shown). Screens in order: PI4K2A block | D2 ag | rTrxR1 inhibitor | D2 antagonist | USP1 inh | TrxR1 substrate | TRHR enhancer | TRHR ag | mIDH1 inhibitor
# `CC(=O)c1ccc(N2CCN(S(=O)(=O)c3ccc4[nH]c5c(c4c3)CCCC5)CC2)cc1` reads 3 | 0.2 | 19% | / | -13% | 0% | 4 | 0.0 | -18%
# `Cc1ccc(Cn2c(Sc3nnc(C)s3)nc3c2c(=O)[nH]c(=O)n3C)cc1` reads -6 | -0.2 | 8%[57.1 µM] | -16 | -8% | -8%[57.1 µM] | 8 | 0.6 | 14%

# Some values from the results shown.
# TRHR enhancer result of Cc1ccc(Cn2c(Sc3nnc(C)s3)nc3c2c(=O)[nH]c(=O)n3C)cc1 stands at 8
# TRHR ag result of O=C(/C=C/c1cccs1)Nc1scc(-c2ccccc2)c1C(=O)O stands at 0.4
# mIDH1 inhibitor result of CCOc1cccc2sc(N(CCCN(C)C)C(=O)Cc3ccccc3)nc12 stands at 2%
# USP1 inh result of Cc1ccc(-n2c(=O)c(C#N)cc3c(=O)n4ccccc4nc32)cc1C stands at -23%

# (more compounds)
SMILES,PI4K2A block,D2 ag,rTrxR1 inhibitor,D2 antagonist,USP1 inh,TrxR1 substrate,TRHR enhancer,TRHR ag,mIDH1 inhibitor
COc1ccc(C(C)=O)cc1CSc1nc2ccccc2c(=O)n1-c1ccccc1,3,/,-55%,/,-18%,7%,1,-0.7,-9%
Cc1cc(Cl)ccc1OCCCC(=O)NC1CCN(C)CC1,0,0.4,30%,2,-1%,4%,-3,-0.4,11%
Cc1ccc(NC(=O)NCCN2C(=O)C3C4C=CC(C4)C3C2=O)cc1 (stereo not given),-3,0.5,-4%,-13,-17%,-4%,12,-0.5,-18%
CCC(=O)N=c1ccn(C2=Nc3ccccc3NC2=C(C#N)C#N)cc1,-5,-0.1,-3%,9,1%,-6%,0,-0.3,-3%
COC(=O)[C@H](CCSC)NC(=O)Cn1cnc(C(=O)Nc2ccc(C)c(C)c2)n1,8,/,17%,/,-22%,-1%,/,/,0%
CCc1nnc(NC(=O)CCCSc2nc3ccccc3[nH]2)s1,-1,0.7,23%[57.1 µM],-11,-8%,4%[57.1 µM],-16,-1.3,10%
O=C(O)CSCC(=O)N1CCN(S(=O)(=O)c2cc(Cl)cc(Cl)c2)CC1,2,1.1,7%,0,-8%,0%,3,0.2,-3%
CCC(=O)n1nc(NCc2ccc(OC)c(OC)c2)nc1NCc1ccc(OC)c(OC)c1,5,0.1,17%[57.1 µM],0,-4%,-12%,6,0.0,1%
CCCN(C(=O)COC(=O)c1[nH]c(C)c(C(=O)OC)c1C)c1c(N)n(Cc2ccccc2)c(=O)[nH]c1=O,-3,/,6%[57.1 µM],/,-14%,0%[57.1 µM],-1,1.1,-4%
C#CC[N+]1(CC#Cc2cccc3ccccc23)CCOCC1,0,0.9,20%[57.1 µM],0,-19%,12%[57.1 µM],-2,-0.5,1%
COC(=O)c1ccc(NC(=O)c2cc(S(=O)(=O)N3CCc4ccccc43)cn2C)cc1,6,0.8,-13%,/,-7%,12%,1,0.2,2%
CC1(C)CC(C(N)=S)CCO1 (stereo not given),2,/,16%[11.4 µM],/,-13%,11%[57.1 µM],7,-0.1,0%
COCc1nnc(NC(=O)c2ccc(NC(C)=O)cc2)s1,-2,-1.1,5%,-6,-22%,-4%,1,-0.2,-7%
C=CCN(c1ccccc1Cl)S(=O)(=O)c1cccc(C(=O)OCC(=O)N(C)C2CCS(=O)(=O)C2)c1 (stereo not given),1,-0.3,3%[57.1 µM],0,3%,2%[57.1 µM],-1,-1.1,-10%
COc1ccc(CCc2ccc3cc(OC)ccc3n2)cc1,0,/,5%,/,-30%,-9%[57.1 µM],/,/,9%
Fc1ccc(-c2nnn(Cc3ccccc3Cl)n2)cc1,-4,0.0,15%[57.1 µM],2,-19%,8%[57.1 µM],-6,0.3,4%
O=C(N/N=C\c1ccc(O)c([N+](=O)[O-])c1)C1COc2ccccc2O1 (stereo not given),-2,0.3,-4%,13,-21%,-13%,6,-0.1,9%
CCOC(=O)N1CCN(C(=O)C2CCCN(Cc3nc(-c4ccc(Cl)cc4)oc3C)C2)CC1 (stereo not given),1,0.0,4%[57.1 µM],-7,-13%,7%,-4,0.0,16%
CCOn1c(=O)c(-c2cccc(Br)c2)[n+]([O-])c2ccccc21,5,-1.6,1%,-11,-28%,1%,-4,-1.1,-6%
Cn1c(=O)[nH]c(=O)c2c1nc(CN1CCN(c3ccccc3)CC1)n2Cc1c(F)cccc1Cl,-10,0.1,0%,/,12%,-3%,-7,0.8,-9%
CC1(C)CC(=O)C(=Cc2cn(CCC#N)nc2-c2ccc(F)cc2)C(=O)C1,-22,1.4,-23%,0,-3%,1%,0,-0.2,-10%
CN(C)c1cccc(C(=O)NCc2ccc(Cl)cc2)c1,3,0.9,9%[57.1 µM],9,-14%,6%[57.1 µM],2,-1.4,-2%
COc1ccc(CNC(=O)CCc2c(C)nc3c(c2C)c(=O)n(C)c(=O)n3C)cc1,3,0.7,18%,/,-13%,1%,-2,0.0,-2%
Cc1cccc(/C=C\c2nc3ccccc3c(=O)[nH]2)c1,-11,2.7,15%,-24,-19%,74%[activator],0,0.9,7%
O=C(Nc1ccc(N2CCOCC2)c([N+](=O)[O-])c1)c1ccco1,1,0.0,-14%,21,-5%,-12%,5,-0.4,1%
CCN(CC(=O)Nc1ccc(NC(C)=O)cc1)C(=O)c1ccc(COc2ccc(C(C)(C)C)cc2)cc1,1,/,15%,/,-28%,-3%,/,/,5%
Cc1cc2c(=O)n(NC(N)=O)c(C)nc2s1,-5,0.5,5%[57.1 µM],-1,-23%,9%[57.1 µM],-6,0.1,1%
Cc1ccc(CNC(=O)C(=O)NCC(c2ccc3c(c2)OCO3)N2CCOCC2)cc1 (stereo not given),3,-1.8,24%[57.1 µM],/,-16%,-2%[57.1 µM],-1,0.0,-13%
O=C(NCc1ccco1)C1CCCN1C(=O)Nc1ccc(Br)cc1 (stereo not given),1,-1.6,13%,6,-13%,-1%,3,-0.6,5%

# Hits appear at their usual frequency, and some 3.9% of all compounds hit somewhere here.
